Screening results as filed in PubChem BioAssay.
NCI-60 one-dose screen, 48 h, at 10 µM unless noted. Numbers give growth in % (100 = growth as untreated, 0 = no growth, -100 = all killed).
SR: SR leukemia cells | 73,000 compounds, 8.7% hits | AID 1794780
MOLT-4: MOLT-4 leukemia cells. 80,000 compounds, 6.9% hits. AID 1794779
MDA-MB-435: MDA-MB-435 melanoma; AID 1794794; 82,000 compounds, 7.8% hits
MCF7: MCF7 breast cancer. 82,000 compounds, 6.3% hits. AID 1794796
MDA-MB-468: MDA-MB-468 breast cancer. 78,000 compounds, 8.5% hits
MDA-MB-231: MDA-MB-231 breast cancer. AID 1794789. 81,000 compounds, 5% hits
RPMI-8226: RPMI-8226 leukemia cells. AID 1794781. 77,000 compounds, 7.5% hits
K-562: K-562 leukemia | AID 1794777 | 78,000 compounds, 7.4% hits
Active calls of the source: *; · = not tested or not shown; & = joins results of further samples; ! = repeats disagree; [ ] = dose if it differs, or a comment. The calls were made as follows: active = growth percent below 10; inactive = the rest.

SMILES	SR	MOLT-4	MDA-MB-435	MCF7	MDA-MB-468	MDA-MB-231	RPMI-8226	K-562
CNc1ccc(C(C)C)cc1	111	104	114	99	123	109	73	87
COc1ccc(CN2CCc3c(Sc4ccc(Cl)cc4)nc(N)nc3C2=O)c(OC)c1	·	69	97	79	96	109	61	90
Cc1nn2c(/C=C3/C(=O)Nc4ccccc43)c(-c3ccc(F)cc3)nc2s1	39	76	29	73	76	81	68	57
CCCn1c(N)c(C(=O)N/N=C(/C)c2cc3cccc(OC)c3o2)sc1=S	16	48	69	62	·	84	62	38
CCNc1nc2c(ccc3c(C)c(CC)c(=O)oc32)o1	88	102	96	114	101	105	91	·
CC1(C)CC(=O)C2=C(C1)OC(C(=O)c1ccc([N+](=O)[O-])cc1)C2c1cccc(Oc2ccccc2)c1 (stereo not given)	61	55	93	75	77	72	75	77
CSc1ccccc1C#C/C=C\C#Cc1ccccc1N1CCCCC1=O	·	104	107	95	·	91	64	143
c1ccc(-c2nc(N3CCNCC3)c3oc(-c4ccccc4)nc3n2)cc1	-1.8*	-25*	-94*	-62*	-74*	-87*	-33*	2.3*
O=C1NC(=O)C(c2coc3ccc(F)cc23)=C1c1c[nH]c2ccc(Br)cc12	65	52	80	64	69	94	78	51
Cc1ccccc1OCc1nnc(-c2ccc(N3CCOCC3)cc2)o1	95	93	94	87	77	85	83	99
Nc1ncnc2c1ncn2C1OC(CO)C(O)C1O (stereo not given)	87&21&99	109&111&102	112&103&110	97&11&107	-13*!	113&53&122	112&78&101	116&26&93
C=CCn1c(SCC(=O)Nc2ccc(C(=O)/C=C/c3ccc(Cl)cc3)cc2)nnc1-c1cc(-c2ccccc2)nc2ccccc12	6.5*	13	78	12	62	58	·	28
CS(=O)(=O)c1nccc(-c2c(-c3cccc(OCc4ccc(F)cc4)c3)nc3sccn23)n1	39	24	81	69	-64*	77	72	47
CC1CN(C2CCCCC2)C(=S)NC1=O (stereo not given)	74	79	112	102	102	96	120	92
CCOC(=O)c1c(O)c2cc(-c3ccccc3)nc(C)c2c(=O)n1C	85	93	108	35	85	95	94	91
O=C(/C=C/c1cc2ccccc2[nH]1)CC(=O)/C=C/c1cc2ccccc2[nH]1	83	74	98	77	105	77	85	85
CC(NCCCSc1ccccc1)C(O)c1ccc(O)cc1 (stereo not given)	92	93	108	96	100	108	91	91
O=C(Nc1ccc2c(O)cc(S(=O)(=O)O)cc2c1)c1ccc([N+](=O)[O-])cc1	61	64	106	96	95	105	93	99
O=C1N(Cc2ccc3ccccc3c2)c2ccc(Cl)cc2C12NCCc1cc(O)ccc12 (stereo not given)	94	91	103	114	102	95	82	88
CCOC(=O)c1cc(-c2ccc(Cl)cc2)n(-c2ccc(S(N)(=O)=O)cc2)n1	·	102	98	88	92	91	111	97
CCOC(=O)N1CCN(S(=O)(=O)c2oc(-c3ccc(Cl)cc3)nc2C#N)CC1	4.6*	5.3*	99	62	87	93	67	9.2*
CCOc1ccc(-n2nc(C(=O)NCc3ccccc3OC)nc2-c2cc(OC)c(OC)c(OC)c2)cc1	36	0.4*	22	22	72	18	27	22
CC1(C)CC[C@]23CC[C@]4(C)[C@H](CC[C@@H]5[C@@]6(C)C/C(=C/c7cccnc7)C(=O)C(C)(C)[C@@H]6CC[C@]54C)[C@H]2[C@H]1OC3=O	42[100 µM]	19[100 µM]	36[100 µM]	22[100 µM]	57[100 µM]	36[100 µM]	11[100 µM]	33[100 µM]
Fc1ccc(-c2nc3ccc(F)cc3s2)cc1	95	80	106	30	63	98	105	97
COc1cccc(NC(=O)Nc2ccc(Nc3ncnc4[nH]c(C)c(C)c34)cc2F)c1	119	102	·	90	105	92	·	95
COc1ccc(NC(=O)Nc2ccc(OCc3ccc(F)cc3)cc2)cc1	79	95	83	58	78	54	89	83
CC(C)N=C1CCCC1C(=S)SSC(=S)C1CCCC1=NC(C)C (stereo not given)	48	61	62	57	64	77	60	35
CCOC(=O)c1ncc(-c2ccc(C(F)(F)F)cc2)c(N[C@@H]2C[C@H]3CC[C@@H]2C3)n1	90	112	102	96	99	97	96	103
C[C@H]1O[C@@H](c2ccc3c(c2O)C(=O)C2=C(C3=O)[C@@]3(O)C(=O)C[C@](C)(O)C[C@@]3(O)C=C2)C[C@@H](O)[C@H]1O	85	100	105	94	98	104	89	87
CC(=O)OC[C@H]1OC(O)C=C[C@@H]1OC(C)=O (stereo not given in full)	87	101	109	97	71	110	111	98
COc1cc2oc(-c3cccc(NC(=O)c4cc(NC(=O)[C@H](C)NC(=O)OC(C)(C)C)ccc4C)c3)cc(=O)c2c(OC)c1OC	25	52	90	67	84	65	45	47
Cc1ccc2nc(NC(=O)CSc3nc(-c4ccc(O)cc4)c(C#N)c(=O)[nH]3)sc2c1	93	88	102	96	110	96	93	104
COc1ccc(C2CCc3cc4c(cc3/C2=N/O)OCO4)cc1OC (stereo not given)	83	72	91	90	57	99	57	74
S=c1[nH]cccc1-c1nnc2n1Nc1nc3ccc(Br)cc3cc1CS2	86	97	99	95	111	80	97	93
Cc1sc2c(c1C)c(=O)nc1c(C(N)=C(C#N)C#N)n[nH]n12	99	99	105	93	117	102	103	94
COc1cc(C(C)n2cc(-c3ccccc3)nn2)ccc1OC1CCCC1 (stereo not given)	·	49	65	48	5.1*	76	36	34

Reformatted with values under each structure: part of the list above
Results follow in this order: SR	MOLT-4	MDA-MB-435	MCF7	MDA-MB-468	MDA-MB-231	RPMI-8226	K-562
S=c1[nH]cccc1-c1nnc2n1Nc1nc3ccc(Br)cc3cc1CS2
 : 86	97	99	95	111	80	97	93
COc1ccc(C2CCc3cc4c(cc3/C2=N/O)OCO4)cc1OC (stereo not given)
 : 83	72	91	90	57	99	57	74
Cc1ccc2nc(NC(=O)CSc3nc(-c4ccc(O)cc4)c(C#N)c(=O)[nH]3)sc2c1
 : 93	88	102	96	110	96	93	104
C[C@H]1O[C@@H](c2ccc3c(c2O)C(=O)C2=C(C3=O)[C@@]3(O)C(=O)C[C@](C)(O)C[C@@]3(O)C=C2)C[C@@H](O)[C@H]1O
 : 85	100	105	94	98	104	89	87
Cc1sc2c(c1C)c(=O)nc1c(C(N)=C(C#N)C#N)n[nH]n12
 : 99	99	105	93	117	102	103	94
CC(C)N=C1CCCC1C(=S)SSC(=S)C1CCCC1=NC(C)C (stereo not given)
 : 48	61	62	57	64	77	60	35
COc1ccc(NC(=O)Nc2ccc(OCc3ccc(F)cc3)cc2)cc1
 : 79	95	83	58	78	54	89	83

(listing goes on)
SMILES	SR	MOLT-4	MDA-MB-435	MCF7	MDA-MB-468	MDA-MB-231	RPMI-8226	K-562
NCCCC(C(=O)O)(c1ccccc1)c1ccccc1	98	90	104	91	100	107	102	100
Clc1c(Cl)c(Cl)c2n[nH]nc2c1Cl	102	108	93	92	108	114	104	103
COc1ccc(/C=C2\Sc3c(Br)cccc3C2=O)cc1	67	85	75	57	66	80	88	87
COc1ccc2nc(-c3ccc(-c4noc(-c5ccccc5)n4)cc3)[nH]c2c1	70	89	104	98	99	102	90	83
C#CCNC(=O)[C@H](CC)[C@H]1CC[C@H](C)[C@H]([C@@H](C)[C@H](O)[C@H](C)C(=O)[C@H](CC)C2O[C@]3(C=CC(=O)[C@]4(CC[C@@](C)([C@H]5CC[C@](O)(CC)[C@H](C)O5)O4)O3)[C@H](C)C[C@@H]2C)O1 (stereo not given in full)	13	32	-65*	24	9.3*	-0.2*	25	8.7*
CC1=C(C)C(=O)C(N2CCN(c3ccccc3C)CC2)=C(Cl)C1=O	93	94	108	90	78	95	89	102
C=CCn1cc(-c2nc3ccccc3s2)c2cc(-c3ccc4c5c(cccc35)C(=O)OC4=O)ccc21	94	99	106	80	96	86	102	102
CCOc1ccc2ccccc2c1-c1nc2sc3c(c2c(=O)[nH]1)CCCC3	·	83	23	90	104	91	96	69
O=C(c1nn(-c2ccccc2)c2c1CC(NCc1ccc(F)cc1)CC2)N1CCCCC1 (stereo not given)	95	74	99	88	97	110	110	91
CN(C)c1ccc(/C=C/c2nc3ccc(C#N)cc3s2)cc1	79	74	76	67	·	91	94	48
O=C1NC(=O)c2c(CCCSc3nc4ccccc4c(=O)n3CCc3ccccc3)cccc21	67	81	86	83	112	66	·	90
CCOC(=O)/C(=C/c1ccc(C#N)cc1)N(CC)CC	·	103	113	100	108	100	101	106
Oc1ccc(Br)cc1C=Nc1n[nH]c(Nc2ccccc2)c1-c1nc2ccccc2s1	97	95	108	94	116	94	109	93
O=C(CSc1nc2c(c(=O)[nH]1)CCCC2)NNC(=O)c1ccccc1Br	92	108	101	99	122	105	104	107
Cc1ccc(-c2nc(/C=C/C(=O)c3ccc(F)cc3)co2)cc1	87	93	98	85	102	89	81	97
c1cc2ccc3cc2cc1CNCCSCCNCc1ccc2ccc(cc2c1)CNCCSCCNC3	37	62	90	84	82	87	75	26
O=C1c2ccccc2C(=O)C1(Br)Br	88	89	103	89	98	100	106	80
Cc1ccc(-n2cc(/C=C/C(=O)c3ccc(S(C)(=O)=O)cc3)c(-c3ccc(S(C)(=O)=O)cc3)n2)cc1	44	72	31	65	106	86	92	27
Nc1nc(=S)ss1	81	90	102	98	101	112	·	98
COc1ccc2nc(-n3nc4nc5n(c(=N)c4c3N)-c3ccccc3Sc3ccccc3-5)sc2c1	94	92	107	96	115	72	76	114
CC(C)=CCC[C@H](C)c1ccc(C)c(CO)c1O	·	91	108	102	94	109	89	101
CCCCCCCCCC1OCC(C)(C)CO1	102	107	106	97	104	108	105	99
CC1(C)CC(=O)c2c(Nc3ccccc3)n[nH]c2C1	·	118	103	99	106	113	99	97
CCCCn1cnc2c(SCc3ccccn3)nc(N)nc21	102	100	110	96	112	95	102	109
CCN(CC)CC(O)CNc1c2ccc(Cl)cc2nc2ccc(OC)cc12 (stereo not given)	0.6*	4.4*	-72*	-0.5*	-48*	-33*	-31*	-10*
CCOC(=O)c1ccc(NC(=O)CSc2nnc(Cc3ccccc3Nc3c(Cl)cccc3Cl)n2CC)cc1	124	102	106	95	91	103	105	101
N#CC1=C(N)Oc2ccc(O)cc2C1c1c[nH]c2ccccc12 (stereo not given)	97	89	102	86	92	97	78	89
O=C(O)c1cc2ccccc2cc1O	94	115	118	97	115	96	112	102
O=C(O)c1ccc(-n2cc(/C=N/Nc3ccc(Cl)cc3Cl)c(-c3ccccc3)n2)cc1	86	89	96	70	80	82	83	88
O=C(O)c1ccc(C(=O)c2ccc([N+](=O)[O-])cc2)cc1	102	101	113	102	94	116	114	95
CCCN1CC(c2ccc(OC)c(OC)c2)=C(c2cn(C(=O)OCC)c3ccccc23)C1=O	25	39	-10*	20	6.5*	43	64	13
Fc1ccccc1CSc1ncnc2c1ncn2C1CCCO1 (stereo not given)	41	55	92	102	98	94	68	·
C=CCn1c(SCC(=O)Nc2cccc(C(=O)/C=C/c3ccc(C)cc3)c2)nc2ccccc2c1=O	·	·	69	27	76	93	27	·
CCCCC(CN1CCCCC1)C(=O)c1ccccc1 (stereo not given)	93	97	106	95	101	109	100	90
COc1ccc(-c2c(C#N)cnc(C)c2C)c(O)c1OC	92	95	106	100	98	109	101	88
N#Cc1ncc(Br)c(N[C@@H]2C[C@H]3CC[C@@H]2C3)n1	71	69	107	93	96	111	87	93
Cc1ccc(NC(=O)Nc2ccc(Nc3ncnc4sc5c(c34)CCOC5)cc2)cc1Cl	89	89	103	83	102	89	105	108
Clc1ccc(-c2ccccc2)nn1	108	102	110	94	111	94	101	107
Cc1cccc2c(C(=O)c3ccc4c(c3)Sc3cc(C(=O)c5ccn6c(C)cccc56)ccc3N4)ccn12	89	70	104	94	109	99	84	97
CC(C)Cn1cnc2c(SCc3ccc(Cl)cc3)nc(N)nc21	58	82	97	100	78	85	·	64
COc1cccc(/C=C/c2c(C(=O)O)cccc2[N+](=O)[O-])c1OC	103	96	101	96	108	107	107	90
Cc1cc(N=C2NC(=O)/C(=C/c3cc(C(C)(C)C)c(O)c(C(C)(C)C)c3)S2)n[nH]1	12	11	5.0*	4.3*	-0.2*	23	1.1*	18
CCN(CC)c1ccc2[nH]c3c(C(N)=O)cc(=O)c(=O)c=3oc2c1	5.1*	1.5*	-4.8*	-31*	-38*	18	-1.6*	9.5*
Cc1nc(-c2ccccc2)cc2c(O)c(C(=O)N/N=C/Cc3ccccc3)[nH]c(=O)c12	46	90	118	99	111	113	103	77
CC(N)C(=O)OC(C)(C)Cc1ccc(Cl)cc1 (stereo not given)	·	98	101	·	99	72	93	102
CC(=O)O[C@H]1CC[C@@]2(C)[C@H](CC[C@@H]3[C@@H]2CC[C@]2(C)[C@@H]4[C@H](C[C@@H]32)O[C@]2(CC[C@@H](C)CO2)[C@H]4C)C1	94	95	104	94	105	103	90	97
NC(N)=N/N=C/c1ccc(-c2ccc(-c3ccc(Cl)cn3)s2)cc1	12	74	99	43	94	77	38	1.1*
CN1C(N2CCN(S(=O)(=O)c3ccccc3)CC2)=NS(=O)(=O)c2ccccc21	32	178	109	91	·	104	98	·
CCCC(CC)N(c1ccc(OC)cc1)c1nc(-c2ccc([N+](=O)[O-])cc2)cs1 (stereo not given)	76	76	96	·	96	88	68	85
CC1(C)[C@H](C(=O)O)CC[C@]1(C)C(=O)O	79	91	100	99	114	114	115	117
C/C=C/[C@H](O)[C@H](O)/C=C\c1cccc(OC)c1CO	95	96	110	99	97	99	110	91
CCOC(=O)C1=C(C)N=C2SC=C(c3ccc(F)cc3)N2[C@H]1c1cn[nH]c1-c1ccc(F)cc1	74	99	97	98	90	93	103	95

Molecules shown so far that have a furan ring, fused or not:
SMILES	SR	MOLT-4	MDA-MB-435	MCF7	MDA-MB-468	MDA-MB-231	RPMI-8226	K-562
CCCn1c(N)c(C(=O)N/N=C(/C)c2cc3cccc(OC)c3o2)sc1=S	16	48	69	62	·	84	62	38
O=C1NC(=O)C(c2coc3ccc(F)cc23)=C1c1c[nH]c2ccc(Br)cc12	65	52	80	64	69	94	78	51
